aSyn tox rescue: qHTS of alpha-syn Inhibitors: NCGC Sytravon Library Screen; S. cerevisiae alpha-synuclein toxicity rescue, BacTiter-Glo growth, 24 h; Potency, µM (highest dose often 46.1 µM), without a hit: top-dose growth rescue (activation), most hits filed as activators; 0.02% of 94,000 active; AID 1347070, 2019; active means well fitted activation curve with a large enough effect; inconclusive means small, poorly fitted or top-dose-only effect; further: 0% is about no effect
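Growth restoration measured by BacTiter-Glo luminescence after 24 hr at 30 deg C; alpha-synuclein yeast, raffinose-pregrown to mid-log, were added at OD600=0.02 in galactose medium onto pinned compounds.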
An asterisk follows results filed as active; u = inconclusive; & = joins results of further samples. Potency means the concentration at half of the fitted maximal effect.

# | canonical_smiles | aSyn tox rescue
1 | Cc1ccc(CNC(=O)Cn2c(=O)n(-c3ccccc3)c(=O)c3sccc32)cc1 | -6%
2 | CCCN(CC(=O)Nc1ccccc1OC)C(=O)CSc1nc(C)cc(C)n1 | -3%
3 | CCOc1cccc(C2C(C(=O)c3ccc(C)o3)=C(O)C(=O)N2CCCn2ccnc2)c1 (configuration not stated) | 2%
4 | Cc1cc(N2C(=O)C3C4CC(C(Br)C4Br)C3C2=O)no1 (configuration not stated) | 6%
5 | CC(Oc1ccccc1)C(=O)Nc1nc2ccc(S(N)(=O)=O)cc2s1 (configuration not stated) | 1%
6 | O=C(CC1CCCC1)Nc1ccc(Br)cc1 | -1%
7 | CCN(C(=O)c1sc2cc(OC)ccc2c1Cl)c1ccccc1 | -18%
8 | CCOc1ccc(OCC)c(Nc2nc3ccccc3c3nnc(C)n23)c1 | 4%
9 | CC1(C)COC(/C=C/c2cccc([N+](=O)[O-])c2)=N1 | 10%
10 | Cc1ccc(NC(=O)CN(C)S(=O)(=O)c2cccc3cccnc23)c(C)c1 | -8%&4%
11 | COc1ccc(-c2nc(CS(=O)CC(=O)NCc3ccc(Cl)cc3)c(C)o2)cc1 (configuration not stated) | -1%
12 | O=C(CN1CCN(C(=O)c2ccccc2)CC1)Nc1ccc(Cl)cc1F | 7%
13 | COc1ccc(S(=O)(=O)N(C)C)cc1NC(=O)[C@H](Cc1ccccc1)N1C(=O)c2ccccc2C1=O | -3%
14 | Cn1cc(CCCC(=O)NCc2ccccc2)c2ccccc21 | 4%
15 | CCOc1ccc(CN(C)CC(=O)Nc2ccc3c(c2)CCC3)cc1OC | -13%
16 | O=C(NCCCCNC(=O)c1cccs1)c1cccs1 | -7%
17 | COCCN(C(=O)COC(=O)C1CC(=O)N(c2ccc(C)cc2)C1)c1c(N)n(Cc2ccccc2)c(=O)[nH]c1=O (configuration not stated) | -5%
18 | CCOC(=O)c1ccccc1NC(=O)c1cnn(-c2ccc(OC)cc2)c1C1CCN(C(=O)OC(C)(C)C)CC1 | -2%
19 | O=C(N1CCCC1)C12CC3CCC(CC(C3)C1)C2 | 13%
20 | O=C(COc1cccnc1[N+](=O)[O-])c1ccc(Cl)s1 | -2%
21 | Cn1ncc(C(=O)N2CCN(c3ccc(F)cc3)CC2)c1C1CCN(C(=O)OC(C)(C)C)CC1 | 5%
22 | CCOc1ccc(CCNC(=O)c2cn(-c3cccc(OC)c3)c(=O)c3ccccc23)cc1 | 1%
23 | CCCn1c2ccccc2c2cnn(CC(=O)NCCN(CC)CC)c(=O)c21 | 4%
24 | CCOC(=O)c1sc(NC(=O)CSc2n[nH]c(CC)n2)nc1C | -3%
25 | O=c1c2oc3ccccc3c2n(Cc2ccc(F)cc2)c(=O)n1Cc1ccco1 | -10%
26 | O=C(NC1CCCCC1)C(c1cccnc1)N(C(=O)CCl)c1ccccc1Cl (configuration not stated) | -3%
27 | Nc1ccc(C(=O)N2CCCC2)cc1CS(=O)(=O)c1ccc(Cl)cc1 | -2%
28 | CCc1ccccc1N(CC)C(=O)Cn1nc(Cc2ccncc2)c2ccccc2c1=O | -2%
29 | Cc1ccc(Cl)cc1N1CCN(C(=O)c2cccn3c(=O)c4cc(Cl)ccc4nc23)CC1 | 2%
30 | O=C(Cc1ccc(Cl)cc1)Nc1cc(S(=O)(=O)N2CCOCC2)ccc1N1CCCC1 | -1%
31 | O=C(Nc1ccc(Cl)cc1F)c1cnc2sc(N3CCOCC3)nn2c1=O | 4%
32 | COc1ccc(-n2nnnc2CNC(=O)C(=O)c2c(C)[nH]c3ccccc23)cc1 | 6%
33 | Cc1ccnc(NS(=O)(=O)c2ccc(NC(=O)C3CC=CCC3C(=O)O)cc2)n1 (configuration not stated) | 7%
34 | COc1ccc(S(=O)(=O)N(CC(=O)Nc2cccnc2)c2ccc(C)cc2)cc1OC | 2%
35 | CC1Cc2cc(S(=O)(=O)CCC(=O)NCc3ccc(Cl)cc3)ccc2N1C(=O)C1CC1 (configuration not stated) | 2%
36 | Cc1nnc(NC(=O)c2nc(S(=O)(=O)Cc3ccccc3)ncc2Cl)s1 | 8%
37 | O=C(NCc1cccnc1)c1nn2cccnc2c1Cl | 4%
38 | COc1c(Cl)c(=O)oc2ccc(Cl)cc12 | 7%
39 | Cc1ccc2oc(-c3ccc(C)c(NC(=O)C(C)(C)Oc4ccc(Cl)cc4)c3)nc2c1 | -15%
40 | COc1ccc(-c2noc(CSc3nnc(C)n3-c3ccc(F)cc3)n2)cc1 | 5%
41 | COc1cc(NCCCn2cnc3c(OC)ncnc32)cc(OC)c1OC | -8%
42 | CN(C)c1ccc(C(=S)N2CCN(Cc3ccccc3)CC2)cc1 | 2%
43 | COc1ccc(C)cc1NS(=O)(=O)c1c(C(=O)N2CCC(C)CC2)c(C)n(C)c1C | 2%
44 | Cc1nnc(NC(=O)CSc2nnc(CNC(=O)C34CC5CC(CC(C5)C3)C4)n2C2CCCCC2)s1 | 4%
45 | CCOc1ccc(C(C)=O)cc1CSc1nc2nc(C)cc(C)n2n1 | 6%
46 | CN(CC(=O)Nc1ccc(F)c(F)c1F)C(=O)c1cc(-c2ccncc2)nc2ccccc12 | 0%
47 | CCOc1ccc(OCCOC(=O)CN2C(=O)NC3(CCCC3)C2=O)cc1 | -9%
48 | COc1ccccc1NC(=O)N(C)C[C@H]1Oc2cc(Br)ccc2S(=O)(=O)N([C@H](C)CO)C[C@H]1C | 3%
49 | CCCN(CCC)C(=O)c1cc2c(=O)n3cccc(C)c3nc2n1C | 4%
50 | O=C(O)CC1S/C(=N/N=C/c2ccc(Br)cc2)N(c2ccccc2)C1=O (configuration not stated) | 6%
51 | Nc1nc2nc(-c3ccccc3)cc(C(F)(F)F)c2s1 | -3%
52 | CCOC(=O)N1CCC(=NNC(=O)COc2ccc(C#N)cc2)CC1 | -5%
53 | Cc1ccccc1Nc1nc(-c2cccc(Cl)c2)c2c(n1)-c1ccccc1OC2 | 8%
54 | COCCN(C(=O)COC(=O)/C=C/c1cccs1)c1c(N)n(Cc2ccccc2)c(=O)[nH]c1=O | 8%
55 | CCc1ccccc1N(CC(=O)NCc1ccco1)C(=O)CCC(=O)Nc1ccccn1 | 1%
56 | Cc1nn2c(=O)cc(COC(=O)c3cccc(NC(=O)COc4ccccc4Cl)c3)nc2s1 | -6%
57 | Cc1cc(-c2ccc(NC(=O)[C@@H]3CCCC[C@@H]3C(=O)O)c(C)c2)ccc1NC(=O)[C@@H]1CCCC[C@@H]1C(=O)O | 6%
58 | COc1ccc(N2CCN(C(=O)c3ccc4nc(N5CCC(C)CC5)sc4c3)CC2)cc1 | 3%
59 | COc1ccccc1C(=O)Nc1c(C(=O)Nc2cc(Cl)ccc2C)sc2nc(C)cc(C)c12 | 3%
60 | O=C(NC(C(=O)N/N=C/c1cccnc1)c1n[nH]c(=O)c2ccccc12)c1ccccc1 (configuration not stated) | 2%

The list continues.
# | canonical_smiles | aSyn tox rescue
61 | CCCCC(=O)OC1=C(C(C)=O)N(Cc2ccccc2)S(=O)(=O)c2ccccc21 | 6%
62 | O=C(Nc1cccc(Cl)c1)N1CCN(C2c3ccccc3-c3ccccc32)CC1 | -6%
63 | Cc1ccc(OCCSc2nc3ccc(NC(=O)c4ccc(F)cc4)cc3s2)cc1 | -8%
64 | CCn1c(=O)cc(SCC(=O)NCc2ccc(F)cc2Cl)c2ccccc21 | 1%
65 | Cc1ccc(NC(=O)Cn2cc(S(=O)(=O)Cc3ccccc3)c3ccccc32)cc1C | 4%
66 | Cc1cccc(N2CCN(C(=O)c3cc4ccccc4oc3=O)CC2)c1C | 2%
67 | COC(=O)Cc1c(C)c2ccc3c(c2oc1=O)CN(Cc1ccc(C)cc1)CO3 | -7%
68 | COCCOC(=O)c1c(NC(=O)CNC2CCCc3ccccc32)sc(C(N)=O)c1C (configuration not stated) | 2%
69 | Cc1nc(C)c(CCNS(=O)(=O)c2ccc(F)cc2)s1 | -8%
70 | CN(Cc1ccccc1)S(=O)(=O)c1nnc(NC(=O)c2ccccc2Cl)s1 | -14%
71 | CCOc1ccc(-c2cc(CCCC(=O)Nc3cccc(OC)c3)no2)cc1 | -7%
72 | Cc1ccc(N(CC(=O)NCc2ccc(OC(C)C)cc2)S(=O)(=O)N(C)C)cc1 | 3%
73 | COc1cc2c(cc1OC)C(COc1ccc3c(C)cc(=O)oc3c1)N(C(=O)C(C)C)CC2 (configuration not stated) | -10%
74 | CCN(C(=O)C1CC1)C1CCS(=O)(=O)C1 (configuration not stated) | 11%
75 | COCCCNC(=O)c1ccc2nc(CCc3ccccc3)oc2c1 | 0%
76 | Cc1ccc(N(Cc2cccs2)C(=O)c2ccccc2)cc1 | 15%
77 | COc1ccccc1C(=O)NCCn1cc(SCc2ccccc2Cl)c2ccccc21 | 11%
78 | CCOC(=O)c1ccc(NC(=O)CS(=O)(=O)Cc2nc(-c3ccc(C)cc3)oc2C)cc1 | 8%
79 | Cc1cnc(NC(=O)C2CC=CCC2)s1 (configuration not stated) | 14%
80 | Cc1cc(Nc2nc3ccccc3c3nnc(C)n23)ccc1Br | -2%
81 | CC1CCN(c2nn3c(=O)c(C(=O)NCCCOC(C)C)cnc3s2)CC1 | -8%
82 | O=C(COC(=O)c1cnccn1)c1ccc([N+](=O)[O-])cc1 | -8%
83 | COc1ccc(-c2[nH]ncc2C(=O)NCc2ccc(F)cc2)cc1 | 1%
84 | O[C@@H]1CN(Cc2cccs2)[C@@H](c2ccccc2)C[C@H]1n1cc(-c2ccc(F)cc2)nn1 | -8%
85 | Cc1ccc(/C=C/c2onc(C)c2S(=O)(=O)N2CCC(C(=O)Nc3ccc(C)c(N(C)C)c3)CC2)cc1 | -1%
86 | Cc1ccc(-c2nc(S(=O)(=O)c3ccccc3)c(N3CCN(c4ccccc4)CC3)o2)cc1 | -8%
87 | CCc1nn(CC(=O)NCCOC)c(=O)c2cc3cc(F)ccc3n12 | 10%
88 | Cn1nnc2c(N3CCN(c4ccccc4Cl)CC3)ncnc21 | 8%
89 | CC(OCC(O)CNCC1COc2ccccc2O1)c1ccc(Cl)cc1 (configuration not stated) | 6%
90 | N#Cc1c(F)cccc1N1CCN(Cc2ccc3c(c2)OCO3)CC1 | 2%
91 | COc1cc(NC(=O)c2nnn(CC(=O)Nc3ccccc3)c2N)cc(OC)c1 | 8%
92 | CCc1ccc(NC(=O)C2CCN(c3cc(C)nc4c(-c5ccc(Cl)cc5)c(C)nn34)CC2)cc1 | -1%
93 | COc1ccccc1C(=O)NCCCNc1nc2cc(C)cc(C)c2cc1C#N | 3%
94 | CC(=O)c1ccc(N2CCN(C(=O)COc3ccc4ccccc4c3)CC2)cc1 | 1%
95 | O=C1CC[C@@H](CN(Cc2ccccn2)Cc2nc(-c3ccc(C(F)(F)F)cc3)no2)N1 | 4%
96 | CCOC(=O)c1ccc(NC(=O)C2CCCN(c3cnccn3)C2)cc1 (configuration not stated) | u
97 | Cn1nc(-c2ccccc2)c(-c2ccccc2)c(C(=O)Nc2ccc(S(N)(=O)=O)cc2)c1=O | 4%
98 | COc1ccccc1N1CCN(S(=O)(=O)c2ccc(-c3cnc(C4CC4)o3)cc2)CC1 | 8%
99 | O=C(CSC1=Nc2ccccc2N=C(c2ccc(F)cc2)C1)Nc1cccc(C(F)(F)F)c1 | 2%
100 | COC(=O)C1CCN(C(=O)c2ccc(OC3CCN(Cc4ccccn4)CC3)cc2)CC1 | -8%
101 | CCn1c2ccccc2c2cc(NC(=O)C(=O)N3CCOCC3)ccc21 | 6%
102 | O=C(NCc1ccccc1)Nc1cc(Cl)ccc1Cl | -9%
103 | CCN(c1ccccc1)S(=O)(=O)c1ccc(C(=O)N2CCN(c3ccccc3F)CC2)cc1 | 10%
104 | O=C(N/N=C/c1ccco1)c1cc(-c2ccc(Br)s2)[nH]n1 | 4%
105 | C/C(=N\NC(=O)c1cccc(S(=O)(=O)N2CCOCC2)c1)c1cc2ccccc2o1 | -2%
106 | O=C1CSC(=S)N1N=Cc1ccc(OCc2ccccc2)cc1 | -9%
107 | Cc1[nH]c2ccccc2c1C(=O)CSc1ccc(Cl)cc1 | 6%
108 | CC(C)COC(=O)N(C)C[C@@H]1OCc2cnnn2CCCC(=O)N([C@@H](C)CO)C[C@@H]1C | 0%
109 | COc1cc(OC)c(NC(=O)N2CCc3cc(OC)c(OC)cc3C2CC(=O)O)cc1Cl (configuration not stated) | -11%
110 | CCN1CCN(c2ccc(NC(=O)c3cccc(N4CCCC4=O)c3)cc2)CC1 | -1%

From no. 93 up to 106, as listed above:
# | canonical_smiles | aSyn tox rescue
93 | COc1ccccc1C(=O)NCCCNc1nc2cc(C)cc(C)c2cc1C#N | 3%
94 | CC(=O)c1ccc(N2CCN(C(=O)COc3ccc4ccccc4c3)CC2)cc1 | 1%
95 | O=C1CC[C@@H](CN(Cc2ccccn2)Cc2nc(-c3ccc(C(F)(F)F)cc3)no2)N1 | 4%
96 | CCOC(=O)c1ccc(NC(=O)C2CCCN(c3cnccn3)C2)cc1 (configuration not stated) | u
97 | Cn1nc(-c2ccccc2)c(-c2ccccc2)c(C(=O)Nc2ccc(S(N)(=O)=O)cc2)c1=O | 4%
98 | COc1ccccc1N1CCN(S(=O)(=O)c2ccc(-c3cnc(C4CC4)o3)cc2)CC1 | 8%
99 | O=C(CSC1=Nc2ccccc2N=C(c2ccc(F)cc2)C1)Nc1cccc(C(F)(F)F)c1 | 2%
100 | COC(=O)C1CCN(C(=O)c2ccc(OC3CCN(Cc4ccccn4)CC3)cc2)CC1 | -8%
101 | CCn1c2ccccc2c2cc(NC(=O)C(=O)N3CCOCC3)ccc21 | 6%
102 | O=C(NCc1ccccc1)Nc1cc(Cl)ccc1Cl | -9%
103 | CCN(c1ccccc1)S(=O)(=O)c1ccc(C(=O)N2CCN(c3ccccc3F)CC2)cc1 | 10%
104 | O=C(N/N=C/c1ccco1)c1cc(-c2ccc(Br)s2)[nH]n1 | 4%
105 | C/C(=N\NC(=O)c1cccc(S(=O)(=O)N2CCOCC2)c1)c1cc2ccccc2o1 | -2%
106 | O=C1CSC(=S)N1N=Cc1ccc(OCc2ccccc2)cc1 | -9%

The list is partial; the hit share may differ from the screen's.
